From PubChem
Salmonella PhoP GFP – PhoP regulon inhibitors, Salmonella typhi PhoP promoter GFP reporter, confirmatory (AID 1850) | Salmonella Typhi PhoP-promoter GFP reporter, fluorescence, 4 h; higher % means a stronger effect | inhibition, % at 50 µM, or IC50 in µM where a hit was titrated | 310,000 compounds, 0.33% hits; in the data active means a potency from the dose series; inconclusive means inhibition mostly from about 25% at the one dose, without a potency; inactive means the rest, 99 in 100 with inhibition below about 19%;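 further: 0% = induced wells with vehicle and 100% = uninduced wells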
M. tuberculosis HTS – M. tuberculosis growth inhibition, HTS (AID 449762) | M. tuberculosis H37Rv growth inhibition, 7H9 media; higher % means a stronger effect | inhibition, % at 25 µM; hits with a dose series show IC50 in µM | 330,000 compounds, 0.59% hits; in the data active means a potency from the dose series; inconclusive means inhibition above about 70% without an active follow-up result;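 further: bacterial growth assessed after seven days of incubation; strong numbers were not always called active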
tuberculosis growth – growth inhibition of non-replicating M. tuberculosis (AID 488890). Mycobacterium tuberculosis non-replicating, growth inhibition; higher % means a stronger effect. one-dose inhibition, % at 25 µM; IC50 in µM for titrated hits. 320,000 compounds, 0.39% hits; in the data active means a potency from the dose series; inconclusive means inhibition mostly from about 82% at the one dose, without a potency; inactive means the rest, 99 in 100 with inhibition below about 76%;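 further: plate controls were DMSO cells for no effect and high antibiotic wells for full effect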
VEEV TC-83 Vero – inhibitors of VEEV TC-83 cytopathic effect, confirmation, Vero cells (AID 588727). Vero cells, VEEV TC-83 cytopathic effect inhibition; higher % means a stronger effect. inhibition, % at 20 µM, or IC50 in µM where a hit was titrated. 350,000 compounds, 0.13% hits; in the data active means a potency from the dose series; inconclusive means inhibition mostly from about 14% at the one dose, without a potency; inactive means the rest, 99 in 100 with inhibition below about 12%; further: strong numbers were not always called active
H1N1 NS1A inhibition – H1N1 influenza NS1A inhibitors, functional cell based assay (AID 504329) | NS1A functional cell-based assay, percent inhibition; higher % means a stronger effect | one-dose inhibition, % at 12.5 µM; IC50 in µM for titrated hits | 340,000 compounds, 0.3% hits; in the data active means a potency from the dose series; inconclusive means inhibition above about 27% without an active follow-up result; further: strong numbers were not always called active
VEEV TC-83 Vero 10K pilot screen – also measured in VEEV TC-83 Vero; calls as there; inhibition, %; measured here: 10K pilot screen inhibition
Active calls of the source: *; i = inactive; u = inconclusive; x = no result given.

A first look, three compounds:
SMILES	Salmonella PhoP GFP	M. tuberculosis HTS	tuberculosis growth	VEEV TC-83 Vero	H1N1 NS1A inhibition	others
CCOC(=O)N1CCC(NC(=O)c2oc3c(C)c(C)ccc3c2C)CC1	0%	-1%	6%	6.9%	-3%
O=C(NCCN1CCCC1)c1ccc2c(c1)N(Cc1ccccc1)C(=O)c1ccccc1S2(=O)=O	-9%	-9%	10%	0.4%	-2%
COc1ccc(N2CCN(C(=O)COC(=O)Cc3ccc(F)cc3)CC2)cc1	-4%	52%	39%	i	1%

The listing (from the top)
SMILES	Salmonella PhoP GFP	M. tuberculosis HTS	tuberculosis growth	VEEV TC-83 Vero	H1N1 NS1A inhibition	others
CCOC(=O)N1CCC(NC(=O)c2oc3c(C)c(C)ccc3c2C)CC1	0%	-1%	6%	6.9%	-3%
O=C(NCCN1CCCC1)c1ccc2c(c1)N(Cc1ccccc1)C(=O)c1ccccc1S2(=O)=O	-9%	-9%	10%	0.4%	-2%
COc1ccc(N2CCN(C(=O)COC(=O)Cc3ccc(F)cc3)CC2)cc1	-4%	52%	39%	i	1%
COc1ccc(S(=O)(=O)n2ccnc2C)c(C)c1C	-4%	-5%	15%	0.1%	-3%
COc1ccc(C2c3[nH]c4ccccc4c3CCN2C(=O)c2ccc(=O)n(C)n2)c(F)c1 (stereo unspecified)	-5%	21%	13%	1.1%	11%
Cc1cc(C(C)(C)C)oc1C(=O)N1CCN(C(=O)c2oc(C(C)(C)C)cc2C)CC1	x	x	x	9.9%	-2%
Cc1cc(Nc2ccccc2N2CCOCC2)n2ncnc2n1	5%	-1%	6%	2.4%	-5%
O=C(Nc1nnc(S(=O)(=O)N2CCCCCC2)s1)c1ccc(Cl)cc1	5%	-4%	11%	i	-13%
Cc1ccc2c(CC(=O)OC(C)C(=O)NCc3ccc4c(c3)OCO4)coc2c1 (stereo unspecified)	3%	13%	28%	6.2%	-9%
CN1CCN(c2nc3c(c(=O)[nH]c(=O)n3C)n2CCCSc2ncccn2)CC1	1%	1%	-11%	0.6%	-2%
CCOC(=O)C(=O)NC(C)c1ccccc1 (stereo unspecified)	-7%	2%	61%	i	-5%
N=c1n(CCCOc2ccccc2Cl)c2ccccc2n1CC(N)=O	-1%	-6%	44%	5.3%	15%
Cc1cc(C)c2nc(-c3ccccn3)cc(C(=O)Nn3cnnc3)c2c1	5%	-6%	8%	1.0%	0%
CN(c1ccc(OCC(=O)Nc2cc(Cl)ccc2C(=O)O)cc1)S(=O)(=O)c1ccc(F)cc1	x	4%	33%	1.9%	-9%
COc1ccc(-c2cc(C#N)nc(NN)n2)cc1	6%	2%	-6%	4.5%	4%
COc1cc(C(=O)COC(=O)C2CC2(Cl)Cl)cc(OC)c1OC (stereo unspecified)	x	1%	20%	1.6%	2%
COc1cc(C)ccc1OCc1cc(C(=O)N2CCCCCC2)no1	x	x	x	i	-3%
O=C(NCC(c1ccco1)N1CCc2ccccc21)C(=O)Nc1ccccc1F (stereo unspecified)	9%	8%	-7%	2.1%	-7%
O=C(CN1CCN(S(=O)(=O)c2ccc(Br)cc2)CC1)Nc1ccc(F)cc1	2%	u	56%	5.3%	8%
OC(CCNCCc1c[nH]c2ccccc12)C(F)(F)F (stereo unspecified)	2%	-5%	12%	0.9%	-1%

Reprinted from the part before: 4 entries; new compounds follow.
SMILES	Salmonella PhoP GFP	M. tuberculosis HTS	tuberculosis growth	VEEV TC-83 Vero	H1N1 NS1A inhibition	others
COc1cc(C)ccc1OCc1cc(C(=O)N2CCCCCC2)no1	x	x	x	i	-3%
O=C(NCC(c1ccco1)N1CCc2ccccc21)C(=O)Nc1ccccc1F (stereo unspecified)	9%	8%	-7%	2.1%	-7%
O=C(CN1CCN(S(=O)(=O)c2ccc(Br)cc2)CC1)Nc1ccc(F)cc1	2%	u	56%	5.3%	8%
OC(CCNCCc1c[nH]c2ccccc12)C(F)(F)F (stereo unspecified)	2%	-5%	12%	0.9%	-1%
COc1cc2c(cc1OC)C(c1cc3cc4c(cc3[nH]c1=O)OCO4)N(C(=O)C(C)C)CC2 (stereo unspecified)	-4%	2%	-11%	1.1%	3%
CCC(C)[C@H](N)c1nnc(SCc2cccc(F)c2)o1 (stereo partly specified)	-2%	11%	63%	0.7%	7%
O=C(Nc1ccccc1OC(F)F)c1ccc(-n2cncn2)c([N+](=O)[O-])c1	1%	-6%	-9%	8.4%	-6%
CCC(c1nnc(SCC(=O)Nc2cc(S(C)(=O)=O)ccc2Cl)n1Cc1ccccc1)N(C)C (stereo unspecified)	-1%	-14%	-5%	9.9%	-1%
Cc1ccc(F)c([C@H]2[C@@H]3C=CCC[C@@]3(C)C(=O)N2Cc2ccccc2)c1	6%	5%	-9%	0.5%	5%
N#CCc1ccc(OC(=O)c2ccncc2)cc1	23%	-2%	10%	i	9%
CN1C(=O)C(CC(=O)NCCc2ccccc2)N(NC(=O)c2cccc(F)c2)C1=S (stereo unspecified)	6%	4%	-7%	i	3%
COc1ccccc1CNC(=O)CSc1nc2nc(C)cc(C)n2n1	-5%	-6%	-4%	i	-7%
CCn1nnnc1SCCSc1nnnn1CC	1%	5%	4%	0.6%	0%
Cc1nn(Cc2ccccc2)c(C)c1NC(=O)Cn1nc([N+](=O)[O-])c(Cl)c1C	-3%	3%	5%	0.5%	0%
CC(OC(=O)c1cccs1)C(=O)NCc1cccs1 (stereo unspecified)	-6%	4%	47%	2.1%	0%
CCCCOC(=O)Nc1nnc(Cc2ccc(Cl)cc2)s1	-10%	-1%	15%	0.4%	4%
CCc1nnc(NC(=O)CCC(=O)NCCc2ccc(OC)c(OC)c2)s1	-5%	-5%	4%	i	-3%
CC1(C)CC(=O)C2=C(C1)N(Cc1cccnc1)C(=O)C2(NC(=O)c1cccnc1)C(F)(F)F (stereo unspecified)	1%	-1%	-3%	1.5%	-4%
COc1cccc(CN(C)C(=O)c2cc(COc3c(F)cccc3F)on2)c1	12%	6%	37%	1.6%	-2%
Cc1ncsc1CCSc1n[nH]c(=O)n1-c1ccccc1	-15%	-3%	-2%	1.9%	3%	VEEV TC-83 Vero 10K pilot screen=1.9
CCOC(=O)c1[nH]nc2c1C(=O)N(Cc1ccccc1)C2=O	0%	1%	-2%	0.1%	-11%
COc1ccc(CN(C)C(=O)C2CSC3(C)CCC(=O)N23)cc1OC (stereo unspecified)	x	-8%	4%	2.4%	-15%
Cc1cnc(C(=O)OCC(=O)Nc2ccc(C)c(S(=O)(=O)N3CCCCC3)c2)cn1	-1%	3%	-13%	i	7%
COC(=O)c1c(C)oc2c1cc(NS(=O)(=O)c1ccc(C(=O)O)cc1)c1ccccc12	-11%	-6%	-13%	4.5%	5%
O=C(Cn1nnc(-c2ccccc2)n1)c1ccccc1	-8%	-16%	52%	1.1%	5%
Cc1c(C(=O)N2CCOCC2)sc(NC(=O)C(C)C)c1C#N	0%	-1%	-2%	2.2%	-10%
COCCN(C(=O)CSc1nc2nc(C)cc(C)n2n1)c1c(N)n(Cc2ccccc2)c(=O)[nH]c1=O	2%	-4%	-14%	0.1%	-12%
O=C(C1CCCN(S(=O)(=O)c2ccc(Br)s2)C1)N1CCN(c2ccccc2)CC1 (stereo unspecified)	6%	9%	10%	4.3%	8%
CCCC(C(=O)NCc1ccco1)N(C(=O)CNS(=O)(=O)c1ccc(Cl)cc1)C1CCCC1 (stereo unspecified)	-8%	4%	34%	4.2%	6%
c1cncc(-c2nc(-c3ccco3)cs2)c1	4%	-5%	19%	i	-6%	VEEV TC-83 Vero 10K pilot screen=0.3
CCC(C)NC(=O)c1ccc(C2SCC(=O)N2Cc2ccccc2)cc1 (stereo unspecified)	1%	4%	30%	i	-4%
C/C=C(\C)C(=O)N1CC2(CC(c3cccc(NC(=O)CCCCC)c3)=NO2)C[C@@H]1C(N)=O (stereo partly specified)	-7%	2%	0%	0.2%	2%
COc1ccccc1N1CCN(C(=O)CSc2nnc(NC(=O)C(C)C)s2)CC1	-9%	-10%	26%	11%	10%
COc1cc(Cl)c(C)cc1NC(=O)CN(C)Cc1cccc(OC)c1OC	-10%	2%	40%	2.0%	-2%
CCCCn1c(=O)n(CC(=O)Nc2ccc(C)c(Cl)c2)c(=O)c2c1ncn2Cc1ccco1	4%	0%	3%	2.1%	-2%
CCCCN1C(=O)Nc2ccccc2S1(=O)=O	-5%	1%	24%	i	-2%
CCOc1ccc(S(=O)(=O)N(C)c2ccc(OCC(=O)NCc3cccnc3)cc2)cc1	-15%	-1%	18%	2.8%	-5%
CCOC(=O)c1c(C)n(CC)c2c1cc(O)c1ccccc12	3%	17%	0%	i	2%
O=C(CCc1cn(Cc2ccc(F)cc2)c2ccccc12)N1CCOCC1	3%	3%	16%	i	-17%
Nc1c(C(=O)NC2CCCC2)c2nc3ccccc3nc2n1CC1CCCO1 (stereo unspecified)	-3%	68%	49%	3.2%	-52%
Cc1oc(-c2cccs2)nc1CS(=O)CC(=O)NCCCN1CC(C)CC(C)C1 (stereo unspecified)	3%	0%	0%	i	-6%
CC1=CCC(C(=O)O)(C(=O)N/N=C/c2cccnc2)C(c2ccccc2)C1 (stereo unspecified)	6%	-2%	-6%	1.4%	x
CCc1nn(C(CC)C(=O)NCc2cccs2)c(=O)c2cc3occc3n12 (stereo unspecified)	6%	3%	-11%	1.6%	-3%
CCOC(=O)C1CCCN(Cc2nc(Cc3cccc(F)c3)no2)C1 (stereo unspecified)	14%	-11%	28%	3.6%	16%
O=C1CCCS(=O)(=O)c2ccccc21	-9%	-1%	2%	1.2%	5%
CCCCNc1c(-c2ccc(OC)c(Sc3ccc(OC)cc3)c2)nc2cnccn12	x	40%	58%	10%	-12%	VEEV TC-83 Vero 10K pilot screen=9.8
COc1ccc(-n2nc3c(c2NC(=O)C2CCCC2)CS(=O)(=O)C3)cc1	-6%	-8%	-15%	4.5%	-8%
COc1cccc(-c2noc(-c3ccc(Cl)nc3)n2)c1	5%	-2%	-5%	2.4%	-10%
O=C(Cc1ccc(-n2c(=O)c3ccccc3n(Cc3ccccc3F)c2=O)cc1)NCC1CCCO1 (stereo unspecified)	-8%	-3%	2%	1.1%	-2%	VEEV TC-83 Vero 10K pilot screen=1.1
CC1CCC2C(C1)Nc1c(C(=O)O)cccc1C2(C)C (stereo unspecified)	-6%	1%	39%	0.3%	-9%
Cc1cc(C2C(=O)C(C(=O)c3ccc(Cl)cc3)C(=O)CC2(C)C)on1 (stereo unspecified)	1%	-3%	-8%	0.2%	-10%
O=C(N/N=C/c1cccnc1)c1cc(Br)ccc1O	-11%	4%	-3%	1.3%	-19%
O=C(NCc1ccc(F)cc1)c1cnc2sccn2c1=O	-10%	-6%	x	0.8%	1%
O=C(CP(=O)(c1ccccc1)c1ccccc1)Nc1nc2ccccc2s1	18%	4%	10%	6.0%	3%
O=C(c1cccc(S(=O)(=O)N2CCc3ccccc32)c1)N1CCOCC1	x	-7%	3%	1.6%	-2%
COc1ccccc1C1C([N+](=O)[O-])=C(N)Oc2c1c(=O)oc1ccccc21 (stereo unspecified)	-7%	12%	6%	i	-1%
CC(C)CCCCCCNC(=S)Nc1ccc(S(=O)(=O)N2CCOCC2)cc1	-6%	0%	68%	i	20%
O=C(Nc1cccc(Cl)c1)C1COc2ccccc2O1 (stereo unspecified)	-4%	2%	7.9µM*	0.9%	-3%
Cc1cc(S(=O)(=O)Nc2c(C(=O)O)[nH]c3ccccc23)ccc1F	-9%	-1%	-3%	4.4%	-4%
CCN(Cc1nc2ccccc2c(=O)[nH]1)C(=O)c1cccc(OCc2c(C)noc2C)c1	x	x	x	6.5%	-5%
O=C(Nc1ccon1)C1CCN(S(=O)(=O)c2cccs2)CC1	-6%	-7%	9%	0.1%	2%
CCCNC(=O)C(Cc1ccc(OC)cc1)NC(=O)c1ccc(C#N)cc1 (stereo unspecified)	x	4%	-4%	0.3%	-16%
COC(=O)c1cn(C(=O)c2ccc(OC)cc2)c2ccccc12	4%	-9%	40%	2.2%	-5%
O=C(CCSc1nnc2scc(-c3ccccc3)n12)Nc1nc(-c2ccccc2)ns1	-15%	1%	u	4.8%	2%
COc1cccc(/C=C/C(=O)OCC(=O)Nc2cccc(S(=O)(=O)NC3=NCCCCC3)c2)c1	x	7%	-7%	3.3%	-7%
Nc1c(C(=O)NCCC2=CCCCC2)sc2ccc(S(=O)(=O)N3CCCCC3)cc12	0%	4%	77%	i	-15%
CCC(=O)Nc1nnc(Sc2ccc(N(C)C)cc2)s1	-9%	9%	8%	2.4%	-4%
